Screening data as filed in PubChem BioAssay.
TcdB GH inh = TcdB glycohydrolase inhibitors, primary screen, biochemical, single point, plate reader. Toxin B (Clostridioides difficile), P18177. TcdB glycohydrolase enzymatic assay. inhibition, % at 9.99 µM. hit rate 0.24% among 350,000; in the data active = inhibition above about 10%
Starred values were filed as active, the others as inactive. The list is partial. The share of hits here may be higher or lower than overall.

For Cc1noc(C)c1NC(=O)N(C)C[C@H]1Oc2ccc(NC(=O)C3CCCCC3)cc2C(=O)N([C@@H](C)CO)C[C@H]1C the results were TcdB GH inh -0.5.
`COc1cccc(-c2cnc3c(c2)C(=O)N([C@H](C)CO)C[C@H](C)[C@H](CN(C)S(=O)(=O)c2cccs2)O3)c1` gave TcdB GH inh 0.1.
For O=C(Nc1cccc(Cl)c1)N[C@@H]1CC[C@H](CCn2cc(Cc3ccccc3)nn2)O[C@H]1CO the results were TcdB GH inh -1.8.
For CN1C(=O)c2cc(NC(=O)C3CCOCC3)ccc2OC[C@@H]2O[C@H](CC(=O)NC3CCCC3)CC[C@H]21 the results were TcdB GH inh -0.4.
`COC(=O)[C@H]1[C@H](CO)[C@H]2Cn3c(ccc(C4=CCCCC4)c3=O)[C@@H]1N2CC1CC1` gave TcdB GH inh 0.3.
O=C(C[C@@H]1CC[C@H]2[C@@H](COC[C@@H](O)CN2S(=O)(=O)c2ccc(Cl)cc2)O1)NCC1CCCCC1 was read as TcdB GH inh 0.4.
For C[C@H]1CCCCO[C@H](CN(C)C(=O)c2ccncc2)[C@@H](C)CN([C@@H](C)CO)C(=O)c2cc(NS(=O)(=O)c3ccc(Cl)cc3)ccc2O1 the results were TcdB GH inh 1.0.
For C[C@@H]1CN([C@H](C)CO)C(=O)c2cc(-c3cccc(F)c3)cnc2O[C@@H]1CN(C)S(=O)(=O)c1cccc(F)c1 the results were TcdB GH inh 0.6.
CNC[C@@H]1Oc2c(NS(=O)(=O)c3ccc(Cl)cc3)cccc2C(=O)N([C@@H](C)CO)C[C@@H]1C was read as TcdB GH inh 0.1.
Screening O=C(Nc1ccc(F)cc1)N1CC(=O)N2[C@@H](CO)[C@H](c3ccc(C#Cc4cccnc4)cc3)[C@@H]2C1 returned TcdB GH inh 0.8.

Among those listed so far, these have a halogen.
For O=C(Nc1cccc(Cl)c1)N[C@@H]1CC[C@H](CCn2cc(Cc3ccccc3)nn2)O[C@H]1CO the results were TcdB GH inh -1.8.
O=C(C[C@@H]1CC[C@H]2[C@@H](COC[C@@H](O)CN2S(=O)(=O)c2ccc(Cl)cc2)O1)NCC1CCCCC1 was read as TcdB GH inh 0.4.
For C[C@H]1CCCCO[C@H](CN(C)C(=O)c2ccncc2)[C@@H](C)CN([C@@H](C)CO)C(=O)c2cc(NS(=O)(=O)c3ccc(Cl)cc3)ccc2O1 the results were TcdB GH inh 1.0.
For C[C@@H]1CN([C@H](C)CO)C(=O)c2cc(-c3cccc(F)c3)cnc2O[C@@H]1CN(C)S(=O)(=O)c1cccc(F)c1 the results were TcdB GH inh 0.6.
CNC[C@@H]1Oc2c(NS(=O)(=O)c3ccc(Cl)cc3)cccc2C(=O)N([C@@H](C)CO)C[C@@H]1C was read as TcdB GH inh 0.1.
Screening O=C(Nc1ccc(F)cc1)N1CC(=O)N2[C@@H](CO)[C@H](c3ccc(C#Cc4cccnc4)cc3)[C@@H]2C1 returned TcdB GH inh 0.8.

Continuation:
For C[C@@H]1CN([C@H](C)CO)C(=O)c2cc(NS(=O)(=O)c3cn(C)cn3)ccc2O[C@H]1CN(C)S(=O)(=O)c1ccc(Cl)cc1 the results were TcdB GH inh 0.5.
`Cc1noc(C)c1S(=O)(=O)Nc1ccc2c(c1)CC(=O)N([C@@H](C)CO)C[C@H](C)[C@H](CN(C)C(=O)Nc1ccccc1)O2` gave TcdB GH inh 0.0.
O=C(C[C@H]1C[C@@H]2c3cc(NC(=O)CC4CC4)ccc3O[C@@H]2[C@@H](CO)O1)NCc1ccccn1 was read as TcdB GH inh 0.5.
Screening CO[C@H]1CN(C)C(=O)c2cc(NS(=O)(=O)c3ccccc3)ccc2OC[C@H](C)NC[C@H]1C returned TcdB GH inh -0.6.
CC(C)c1cn(CC[C@@H]2CC[C@H](NS(=O)(=O)c3ccc(F)cc3)[C@H](CO)O2)nn1 was read as TcdB GH inh 2.1.
C[C@H]1CN([C@@H](C)CO)C(=O)Cc2cc(NC(=O)C3CCCCC3)ccc2O[C@@H]1CN(C)C(=O)Nc1cccc2ccccc12 was read as TcdB GH inh 0.5.
Screening COc1cccc(-c2ccc([C@@H]3[C@@H](CO)N4C(=O)CN(C(=O)C5CC5)C[C@@H]34)cc2)c1 returned TcdB GH inh 1.1.
`CC(C)CC#Cc1ccc([C@H]2[C@@H](CO)N3C(=O)CN(C(=O)c4ccc5c(c4)OCO5)C[C@@H]23)cc1` gave TcdB GH inh 0.4.
`C[C@@H]1CCCCO[C@H](CN(C)C(=O)NC2CCCCC2)[C@H](C)CN([C@@H](C)CO)C(=O)c2cc(NC(=O)NC3CCCCC3)ccc2O1` gave TcdB GH inh 0.2.
`C[C@H]1CCCCO[C@H](CN(C)Cc2ccc3c(c2)OCO3)[C@@H](C)CN([C@@H](C)CO)C(=O)c2cc(NC(=O)Nc3ccc(C(F)(F)F)cc3)ccc2O1` gave TcdB GH inh 0.7.
`C[C@@H]1CCCCO[C@@H](CN(C)C(=O)Nc2ccc(F)cc2)[C@H](C)CN([C@@H](C)CO)C(=O)c2cc(NC(=O)Nc3cccc4ccccc34)ccc2O1` gave TcdB GH inh -1.4.
O=C(C[C@H]1CC[C@H](NC(=O)c2cccc(F)c2)[C@@H](CO)O1)NCc1ccccc1 was read as TcdB GH inh 1.1.
Screening C[C@@H](O)C#Cc1cnc2c(c1)C(=O)N([C@@H](C)CO)C[C@H](C)[C@H](CN(C)C(=O)Cc1ccccn1)O2 returned TcdB GH inh -1.2.
Screening O=C(Nc1ccc(F)cc1)N1C[C@@H]2[C@H](c3ccccc31)[C@@H](CO)N2C(=O)c1ccncc1 returned TcdB GH inh 0.2.
`Cc1ccc(-c2ccc3c(c2)O[C@@H](CN(C)C(=O)CC2CC2)[C@H](C)CN([C@H](C)CO)S3(=O)=O)cc1` gave TcdB GH inh -1.2.
Screening COCC#Cc1ccc([C@H]2[C@@H](CO)N3CCCCN(Cc4ccncc4)C[C@H]23)cc1 returned TcdB GH inh -0.3.
Screening O=C(Nc1ccc2c(c1)[C@H]1C[C@H](CC(=O)N3CCc4ccccc4C3)O[C@H](CO)[C@H]1O2)NC1CCCC1 returned TcdB GH inh -0.3.
Screening O=C(O)C[C@@H]1C[C@H]2c3cc(NC(=O)Nc4ccccc4F)ccc3O[C@H]2[C@H](CO)O1 returned TcdB GH inh 0.0.
O=C(C[C@H]1C[C@@H]2c3cc(NS(=O)(=O)c4ccc(F)cc4)ccc3O[C@@H]2[C@H](CO)O1)NCc1cccc(F)c1 was read as TcdB GH inh -0.2.
For COCC(=O)Nc1ccc2c(c1)[C@H]1C[C@H](CC(=O)NCc3cccc(F)c3)O[C@H](CO)[C@H]1O2 the results were TcdB GH inh -1.1.
For CN1C(=O)c2cc(NC(=O)c3cccs3)ccc2OC[C@H]2O[C@@H](CC(=O)NCC(F)(F)F)CC[C@@H]21 the results were TcdB GH inh 0.3.
O=C(Nc1cc(F)ccc1F)N1CC(=O)N2[C@@H](CO)[C@@H](c3ccc(-c4cccnc4)cc3)[C@@H]2C1 was read as TcdB GH inh 1.1.
For O=C(C[C@@H]1C[C@@H]2c3cc(NS(=O)(=O)c4ccccc4)ccc3O[C@@H]2[C@H](CO)O1)N1CCCCC1 the results were TcdB GH inh -1.2.
Screening CC(C)NC(=O)Nc1ccc2c(c1)C(=O)N([C@H](C)CO)C[C@@H](C)[C@H](CN(C)C(=O)NC1CCCCC1)OCCCC[C@@H](C)O2 returned TcdB GH inh 1.4.
`CCC(=O)N(C)C[C@H]1Oc2cc(C#CC(C)C)ccc2S(=O)(=O)N([C@@H](C)CO)C[C@@H]1C` gave TcdB GH inh 0.5.
O=C(C[C@@H]1CC[C@H](NC(=O)Nc2ccccc2F)[C@H](CO)O1)NCc1ccc(F)cc1 was read as TcdB GH inh -1.6.
`O=C(N[C@H]1CC[C@@H](CC(=O)N2CCOCC2)O[C@H]1CO)c1ccccn1` gave TcdB GH inh 0.0.
Screening CCNC(=O)[C@@H]1[C@@H](CO)[C@@H]2Cn3c(ccc(-c4ccccc4)c3=O)[C@H]1N2C(=O)CC1CC1 returned TcdB GH inh -0.5.
Screening CCCNC(=O)[C@H]1[C@H](CO)[C@H]2Cn3c(ccc(-c4ccccc4)c3=O)[C@@H]1N2Cc1ccccc1F returned TcdB GH inh -1.0.
Screening O=C(C[C@@H]1CC[C@H](NC(=O)C2CCC2)[C@H](CO)O1)NC1CCC1 returned TcdB GH inh 1.1.

Gathered by group: the compounds so far containing an aryl methoxy group.
`COc1cccc(-c2cnc3c(c2)C(=O)N([C@H](C)CO)C[C@H](C)[C@H](CN(C)S(=O)(=O)c2cccs2)O3)c1` gave TcdB GH inh 0.1.
Screening COc1cccc(-c2ccc([C@@H]3[C@@H](CO)N4C(=O)CN(C(=O)C5CC5)C[C@@H]34)cc2)c1 returned TcdB GH inh 1.1.

Next section.
O=C(Cc1ccccn1)NCC[C@H]1CC[C@@H](NC(=O)Nc2ccc(C(F)(F)F)cc2)[C@@H](CO)O1 was read as TcdB GH inh -1.6.
`C[C@@H]1CN([C@@H](C)CO)C(=O)CCCn2nncc2CO[C@@H]1CN(C)C(=O)CCCN(C)C` gave TcdB GH inh 0.2.
Screening COc1ccc(C#Cc2cnc3c(c2)C(=O)N([C@@H](C)CO)C[C@H](C)[C@H](CN(C)CC2CC2)O3)cc1 returned TcdB GH inh -1.0.
`CO[C@H]1CN(C)C(=O)c2cc(NS(C)(=O)=O)ccc2OC[C@@H](C)N(C)C[C@@H]1C` gave TcdB GH inh -0.5.
For CC(C)c1cn(CC[C@@H]2CC[C@@H](NC(=O)C3CCC3)[C@H](CO)O2)nn1 the results were TcdB GH inh -1.2.
For C[C@@H]1CN([C@H](C)CO)C(=O)c2cc(-c3cccnc3)cnc2O[C@@H]1CN(C)C(=O)Cc1cccnc1 the results were TcdB GH inh 0.0.
Screening COc1cccc(S(=O)(=O)N[C@@H]2C=C[C@@H](CC(=O)NC3Cc4ccccc4C3)O[C@@H]2CO)c1 returned TcdB GH inh 0.6.
COc1ccc(CN(C)C[C@@H]2Oc3ccc(NC(=O)Cc4cn(C)c5ccccc45)cc3CC(=O)N([C@H](C)CO)C[C@H]2C)cc1 was read as TcdB GH inh 0.7.
For C[C@@H]1CN([C@H](C)CO)C(=O)Cc2cc(NC(=O)Cc3ccccc3)ccc2O[C@H]1CN(C)Cc1ccccc1 the results were TcdB GH inh 0.9.
COCC(=O)N1CCCCN2[C@H](CO)[C@@H](c3ccc(C#Cc4ccc(OC)cc4)cc3)[C@@H]2C1 was read as TcdB GH inh 1.7.
For C[C@H]1CN([C@@H](C)CO)C(=O)c2cc(NS(=O)(=O)c3ccccc3)ccc2O[C@@H]1CN(C)C the results were TcdB GH inh 1.8.
For C[C@@H]1CN([C@H](C)CO)C(=O)Cc2cc(NC(=O)CCN3CCOCC3)ccc2O[C@H]1CN(C)S(=O)(=O)c1cn(C)cn1 the results were TcdB GH inh -5.5.
Cc1ccc(S(=O)(=O)N2CC[C@@H]3[C@@H](CO)N(C)c4ccc(-c5ccc(C#N)cc5)cc4[C@@H]32)cc1 was read as TcdB GH inh -1.0.
C[C@H]1CN([C@@H](C)CO)C(=O)Cc2cc(NC(=O)c3ccncc3)ccc2O[C@H]1CN(C)S(=O)(=O)c1cccs1 was read as TcdB GH inh 1.0.
Screening COCC(=O)Nc1ccc2c(c1)[C@H]1C[C@H](CC(=O)NCc3ccccc3)O[C@H](CO)[C@H]1O2 returned TcdB GH inh -0.2.
For O=C(Nc1ccc2c(c1)OCO2)N[C@H]1CC[C@@H](CCNC(=O)C2CCCCC2)O[C@@H]1CO the results were TcdB GH inh 0.3.
For C[C@@H]1CN([C@H](C)CO)S(=O)(=O)c2ccc(C#Cc3ccccc3)cc2O[C@@H]1CN(C)C(=O)Nc1ccc2c(c1)OCO2 the results were TcdB GH inh -0.5.
Screening C[C@H](CO)N1C[C@H](C)[C@@H](CN(C)S(=O)(=O)c2ccccc2)OCCCC[C@H](C)Oc2ccc(NC(=O)NC3CCCCC3)cc2C1=O returned TcdB GH inh -0.7.
For O=C(C[C@H]1C=C[C@H](NC(=O)CN2CCOCC2)[C@H](CO)O1)NCc1cccc(F)c1 the results were TcdB GH inh 0.3.
CCS(=O)(=O)N1CC(=O)N2[C@H](CO)[C@@H](c3ccc(C#CC4CC4)cc3)[C@H]2C1 was read as TcdB GH inh -5.1.
Screening CCS(=O)(=O)N1CCCCN2[C@@H](CO)[C@@H](c3ccc(-c4ccc(C#N)cc4)cc3)[C@@H]2C1 returned TcdB GH inh 0.1.
For C[C@@H]1CCCCO[C@@H](CN(C)C(=O)CCCN(C)C)[C@H](C)CN([C@H](C)CO)C(=O)c2cc(NC(=O)C3CCCCC3)ccc2O1 the results were TcdB GH inh -0.3.
For C[C@@H]1CCCCO[C@H](CN(C)Cc2ccc(C(=O)O)cc2)[C@H](C)CN([C@@H](C)CO)C(=O)c2cc(N(C)C)ccc2O1 the results were TcdB GH inh -10.
`C[C@@H]1CCCCO[C@H](CN(C)C(=O)NC2CCCCC2)[C@@H](C)CN([C@H](C)CO)C(=O)c2cc(NC(=O)c3ccncc3)ccc2O1` gave TcdB GH inh 0.0.
For CCCNC(=O)N[C@H]1CC[C@H](CC(=O)NC2CCCCC2)O[C@H]1CO the results were TcdB GH inh 0.7.
For CCCC(=O)Nc1ccc2c(c1)OC[C@H](C)N(Cc1cccc(F)c1)C[C@H](C)[C@@H](OC)CN(C)C2=O the results were TcdB GH inh 0.0.
Screening CO[C@@H]1CN(C)C(=O)c2cc(NC(=O)c3cnccn3)ccc2OC[C@@H](C)N(CCC(F)(F)F)C[C@H]1C returned TcdB GH inh 0.3.
`COc1ccc(CN2C[C@@H](O)COC[C@H]3O[C@@H](CC(=O)NCc4ccncn4)CC[C@@H]32)cc1` gave TcdB GH inh -0.7.
`C[C@H](CO)N1C[C@H](C)[C@H](CN(C)Cc2ccccc2)Oc2ccc(NC(=O)Cn3cnnn3)cc2CC1=O` gave TcdB GH inh -2.8.
For O=S(=O)(c1ccccc1)N1C[C@H]2[C@@H](c3ccccc31)[C@@H](CO)N2Cc1ccc(F)cc1 the results were TcdB GH inh 1.1.
O=[N+]([O-])c1cccc(/C=C/CO)c1 was read as TcdB GH inh 1.2.
C[C@@H]1CCCCO[C@H](CN(C)C(=O)NC2CCCCC2)[C@H](C)CN([C@H](C)CO)C(=O)c2cc(NS(=O)(=O)c3cn(C)cn3)ccc2O1 was read as TcdB GH inh 0.7.
